# Screening data as filed in PubChem.
# FBW7 act: FBW7 E3 ligase activators, primary screen, biochemical, AlphaScreen, human | F-box/WD repeat-containing protein 7 (Homo sapiens), Q969H0 | AlphaScreen FBW7–phospho-cyclin E peptide binding, activator screen | normalized activity (activation), % at 26.1 µM | 650,000 compounds, 0.13% hits; in the data active = normalized activity above about 1.9%;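 also: purified mutant Fbw7 with reduced substrate affinity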
# Target sequence (Q969H0 whole entry, looked up): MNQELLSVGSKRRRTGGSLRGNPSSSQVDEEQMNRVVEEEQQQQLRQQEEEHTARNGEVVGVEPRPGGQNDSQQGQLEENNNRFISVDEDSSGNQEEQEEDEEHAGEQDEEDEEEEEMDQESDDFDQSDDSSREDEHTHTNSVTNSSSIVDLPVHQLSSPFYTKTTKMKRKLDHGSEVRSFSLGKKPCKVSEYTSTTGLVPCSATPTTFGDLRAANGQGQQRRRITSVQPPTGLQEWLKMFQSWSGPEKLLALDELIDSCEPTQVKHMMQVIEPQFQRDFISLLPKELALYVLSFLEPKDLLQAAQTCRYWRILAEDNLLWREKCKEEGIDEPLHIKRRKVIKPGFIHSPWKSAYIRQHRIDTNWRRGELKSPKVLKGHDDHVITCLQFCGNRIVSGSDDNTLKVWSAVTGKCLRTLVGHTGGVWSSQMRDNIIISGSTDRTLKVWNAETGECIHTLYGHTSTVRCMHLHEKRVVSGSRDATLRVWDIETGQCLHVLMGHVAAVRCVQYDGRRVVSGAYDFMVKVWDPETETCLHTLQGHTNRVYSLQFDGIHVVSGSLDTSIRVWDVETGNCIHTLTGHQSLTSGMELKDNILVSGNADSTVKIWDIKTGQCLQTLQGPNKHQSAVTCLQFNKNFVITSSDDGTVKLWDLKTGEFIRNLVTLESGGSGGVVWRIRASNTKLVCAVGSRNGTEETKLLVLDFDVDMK
# TEAD-YAP inh: TEAD-YAP interaction inhibition, primary screen, TEAD-YAP interaction inhibitor project, luminescence, HEK-TIYL cells; 640,000 compounds, 1.4% hits; TEAD-Gal4/YAP UAS-luciferase luminescence; AID 1259422, 2018; inhibition, % at 9.12 µM; in the data active = inhibition above about 32%;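 also: 0% = median of test compound wells and 100% = reference inhibitor wells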
# MITF inh: MITF inhibitors, primary screen, biochemical, AlphaScreen, human | AlphaScreen MITF homodimerization, bead proximity signal | 650,000 compounds, 0.91% hits | inhibition, % at 2.6 µM | Microphthalmia-associated transcription factor (Homo sapiens), O75030; in the data active = inhibition above about 50%;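 also: 0% = vehicle wells with protein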
# GPR151 activ: activators of human GPR151, primary screen, cell-based, PathHunter beta-arrestin, luminescence | PathHunter beta-arrestin GPR151 cells | activation, % at 11.2 µM | 650,000 compounds, 1% hits; in the data active = activation above about 4.9%;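 also: 0% = median of compound wells and 100% = cells with positive control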
# Target sequence (Q8TDV0 whole entry, looked up): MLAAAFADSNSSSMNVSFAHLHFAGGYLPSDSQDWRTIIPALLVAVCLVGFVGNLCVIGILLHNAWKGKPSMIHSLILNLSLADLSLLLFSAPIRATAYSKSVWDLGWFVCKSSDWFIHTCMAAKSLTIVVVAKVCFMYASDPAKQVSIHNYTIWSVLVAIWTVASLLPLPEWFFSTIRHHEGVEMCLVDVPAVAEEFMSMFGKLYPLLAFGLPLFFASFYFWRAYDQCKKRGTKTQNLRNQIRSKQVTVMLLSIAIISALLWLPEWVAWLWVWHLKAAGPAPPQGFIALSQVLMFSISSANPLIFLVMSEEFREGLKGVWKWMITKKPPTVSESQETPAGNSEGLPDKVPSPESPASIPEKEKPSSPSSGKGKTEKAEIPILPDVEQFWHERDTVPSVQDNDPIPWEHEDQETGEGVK
# * hit, by the source's call; nt = not tested or not shown. No enrichment for hits. Share with any hit: about 3.4%.
# The line under a structure holds: FBW7 act, TEAD-YAP inh, MITF inh, GPR151 activ
COCC1CCCN(c2nc3nonc3nc2NCc2cccs2)C1 (configuration not stated)
→ -0.1, -6, 7, -1.7
COC(=O)c1c(OCCc2ccccn2)cc(=O)n2c1CCN(CC=C(C)C)CC2
→ -0.2, -9, 3, 0.4
COc1cc([N+](=O)[O-])ccc1N/C=C(\C#N)c1nc(-c2ccc3c(c2)OCO3)cs1
→ -0.1, 16, 13, -0.4
CC1Cc2cc(C3(O)C(=O)c4ccccc4C3=O)ccc2N1 (configuration not stated)
→ 0.0, -8, 16, 0.2
O=C(NCc1ccc(C(=O)O)cc1)Nc1ccccc1C(F)(F)F
→ 0.7, 9, 11, -0.6
COc1ccc(-c2nc(C)cc(NC3CCN(Cc4ccccc4)CC3)n2)cc1
→ 0.1, -15, -10, -0.3
Cc1ccccc1Nc1sc(C(=O)c2ccccc2)c(N)c1C(=O)NCc1ccc(Cl)cc1
→ -0.2, 3, -3, -0.2
COc1ccc(C(=O)Nc2nc(C)cc(C)n2)cc1[N+](=O)[O-]
→ 0.0, -4, 16, -0.5
CN1C(=O)/C(=C/c2cccc3ccccc23)N(C)C1=S
→ -0.1, 11, -10, -0.1
CCOC(=O)CC(NC(=O)CCCCCN1C(=O)c2ccccc2C1=O)c1cccc([N+](=O)[O-])c1 (configuration not stated)
→ 0.0, 4, -2, -0.3
CCOC(=O)c1c(NC(=O)CSc2nnc(CNC(=O)COc3ccc(Cl)cc3)n2CCc2ccccc2)sc2c1CCC2
→ 0.0, -5, -6, -0.3
Fc1ccc(Br)cc1C1C=C(c2ccc(Cl)cc2)Nc2nnnn21 (configuration not stated)
→ 0.6, 3, 9, 0.3
CCc1ccc(OCC(=O)Nc2nnn(CC)n2)cc1
→ 0.0, -7, 4, -0.6
O=C(O)CCn1c(O)c(C2=c3cc([N+](=O)[O-])ccc3=NC2=O)sc1=S
→ 0.0, 8, 18, -1.4
O=C(CCn1nc(-c2ccccc2)c2ccccc2c1=O)NCc1ccccc1
→ -0.1, -7, 3, 18*
O=c1[nH]ncc(NCc2ccc(Cl)cc2)c1Cl
→ -0.3, -2, 6, 0.0
O=C(Nc1ccc(F)cc1F)c1cnn2c(C(F)(F)F)cc(-c3ccc(Br)cc3)nc12
→ 0.4, -3, 25, -0.7
O=C(CN1C(=O)c2ccccc2S1(=O)=O)NCc1ccc(Cl)cc1
→ 0.6, 8, 6, -0.4
CCC1(CCC(=O)NCC2(c3ccccc3)CCOCC2)CCC(=O)N1 (configuration not stated)
→ 0.0, -8, -4, 9.5*
CC(=O)N1CCOc2cc(S(=O)(=O)NCC3CCC(C(=O)N4CCCC4)CC3)ccc21 (configuration not stated)
→ 0.0, 4, 3, 1.2
CCc1ccc2oc(-c3ccc(NC(=O)c4cccc([N+](=O)[O-])c4C)cc3)nc2c1
→ -0.1, 1, 9, -0.9
O=[N+]([O-])c1cc(S(=O)(=O)CCCN2CCOCC2)ccc1F
→ -0.1, 6, 3, -0.7
COC(=O)c1ccccc1NC(=O)COc1ccccc1C(C)(C)C
→ -0.1, -6, 0, -1.9
O=C(O)/C=C/C(=O)Nc1cc(Cl)c(Cl)cc1Cl
→ 0.1, 15, 6, 3.8
COc1cc(C2Oc3ccc(Br)cc3C3CC(c4ccccc4)=NN32)ccc1OC(=O)CC1SC(=O)NC1=O (configuration not stated)
→ 0.1, -55, 13, 1.3
O=C(Nc1ccccc1)NC1(C(=O)N2CCC(O)CC2)CCCCC1
→ 0.1, -7, 0, -0.6
O=C(C1CC1)N1CC[C@H]2[C@H](CCCN2Cc2ccc(Oc3ncccn3)cc2)C1
→ -0.1, -10, 17, 0.5
Cc1cc(C)n(C(=O)c2cccc(Cl)c2)n1
→ 0.0, 7, -4, 0.7
CCCn1c(C)cc(/C=C(\C#N)C(=O)OCC(=O)Nc2ccc(F)cc2[N+](=O)[O-])c1C
→ 0.0, 5, 2, -1.4
O=C(Nc1ccc(F)c(Cl)c1)c1cc(S(=O)(=O)N2CCN(c3ccccc3)CC2)ccc1F
→ -0.1, 12, 7, 0.4

# Molecules above containing a nitro group on carbon (seven):
# The line under a structure holds: FBW7 act, TEAD-YAP inh, MITF inh, GPR151 activ
COc1cc([N+](=O)[O-])ccc1N/C=C(\C#N)c1nc(-c2ccc3c(c2)OCO3)cs1
→ -0.1, 16, 13, -0.4
COc1ccc(C(=O)Nc2nc(C)cc(C)n2)cc1[N+](=O)[O-]
→ 0.0, -4, 16, -0.5
CCOC(=O)CC(NC(=O)CCCCCN1C(=O)c2ccccc2C1=O)c1cccc([N+](=O)[O-])c1 (configuration not stated)
→ 0.0, 4, -2, -0.3
O=C(O)CCn1c(O)c(C2=c3cc([N+](=O)[O-])ccc3=NC2=O)sc1=S
→ 0.0, 8, 18, -1.4
CCc1ccc2oc(-c3ccc(NC(=O)c4cccc([N+](=O)[O-])c4C)cc3)nc2c1
→ -0.1, 1, 9, -0.9
O=[N+]([O-])c1cc(S(=O)(=O)CCCN2CCOCC2)ccc1F
→ -0.1, 6, 3, -0.7
CCCn1c(C)cc(/C=C(\C#N)C(=O)OCC(=O)Nc2ccc(F)cc2[N+](=O)[O-])c1C
→ 0.0, 5, 2, -1.4

# (more compounds)
# The line under a structure holds: FBW7 act, TEAD-YAP inh, MITF inh, GPR151 activ
O=C(NC1CC1)c1ccc(Cl)cc1[N+](=O)[O-]
→ 0.8, -6, -1, -1.7
Cc1ccc2c(c1)nnn2C1CCN(C(=O)c2ccco2)CC1
→ -0.1, -3, 22, -1.0
O=C(Cc1ccc(Br)cc1)c1ccc(O)cc1O
→ 0.1, -17, -1, -0.4
Cc1ccc(NC(=O)Cn2ccsc2=N)cc1F
→ 0.7, 1, 6, 0.0
COc1cccc(NC(=O)c2cnc(N3CCN(c4ccccc4OC)CC3)c3ccccc23)c1
→ 0.0, 20, 5, 0.1
COc1ccc(C2CC(=O)C(C=NC3CCCCC3)=C(O)C2)cc1 (configuration not stated)
→ 0.2, 4, 10, 0.1
Cc1ccc(C)c(OCCCn2c(CNC(=O)c3ccco3)nc3ccccc32)c1
→ 0.1, 1, -4, 0.8
COc1ccccc1N1CCN(C(=O)c2ccc(N3CC4CC(C3)c3cccc(=O)n3C4)c(NC(=O)/C=C/c3ccccc3)c2)CC1 (configuration not stated)
→ -0.1, -3, 3, -0.8
C=CCN1c2ccccc2[C@]23CCC(=O)N(Cc4ccc(OC)cc4)C2=NC(C(=O)OC)=C(C(=O)OC)[C@H]13
→ 0.0, nt, -1, -1.9
COc1ccc(CN2CCN(S(=O)(=O)c3ccccc3[N+](=O)[O-])CC2)cc1OCc1ccccc1
→ 0.1, 5, 43, 1.5
CC[C@@H](Cn1nc(-c2cccs2)oc1=O)NC(=O)C(C)C
→ -0.1, -9, -1, -0.8
Cc1cc(C(F)(F)F)c(C#N)c(SCC(=O)C23CC4CC(CC(C4)C2)C3)n1
→ 0.5, 4, -3, 1.0
CCN(Cc1ccncc1)C1CCCN(C(=O)NCCc2ccccc2)C1 (configuration not stated)
→ 0.0, 12, 10, 4.1
NS(=O)(=O)c1ccc(CCNC(=O)Cn2cc3c(n2)CCCC3)cc1
→ 0.1, 5, 11, 0.1
COc1cccc(NC(=O)COc2ccccc2C)c1
→ -0.1, -32, -2, 0.3
Cc1ccc(C)c(SCC(=O)Nc2sccc2C(N)=O)c1
→ -0.1, -7, -2, 1.7
Cc1cc(=O)[nH]c(SCC(=O)Nc2ccc(Br)cc2)c1C#N
→ 0.0, 13, 8, 0.3
COc1ccc(C2C(C(=O)OCC(C)C)=C(C)NC3=C2C(=O)CC(c2ccc(Cl)cc2)C3)cc1 (configuration not stated)
→ 0.7, 6, -13, 5.5*
COCCCNCCOCCOc1c(C)cccc1Cl
→ -0.2, 7, 22, 0.4
O=C(Nc1ccccc1)c1ccccc1Nc1ccc([N+](=O)[O-])cc1[N+](=O)[O-]
→ 0.2, 10, 14, -1.8
CC1CCCCC1NC(=O)c1cccc(NS(=O)(=O)c2ccc(Br)cc2)c1 (configuration not stated)
→ -0.1, 5, 5, -0.6
N#Cc1sc2nc(-c3ccccc3)cc(-c3ccccc3)c2c1N
→ -0.1, -9, -4, 0.9
CC(C)N=Cc1c(O)[nH]c2ccccc12
→ 0.0, 9, 5, -0.6
COc1ccc(/C=C(\C#N)C(=O)NCCO)cc1
→ 0.0, -2, 13, 0.5
CCCOc1ccc(C2NC(=O)NC(C)=C2C(=O)OCCSC)cc1 (configuration not stated)
→ -0.2, -7, 4, -1.4
COc1ccc2[nH]c(=O)c(CN(C)C(=O)C(C)C)cc2c1
→ 0.1, 2, 8, -0.6
O=C(NCc1cccnc1)c1ccc2nc(Nc3ccc(-n4ccnc4)cc3)sc2c1
→ -0.1, -9, 3, -2.6
O=C1NC(=S)N/C1=C\c1cccc(Oc2ccccc2)c1
→ -0.1, 7, -10, 0.3
COc1cc2c(-c3cccc(Cl)c3)nc3c(c(C)nn3-c3ccccc3)c2cc1OC
→ -0.1, 2, 4, -0.7
COc1ccc(-c2nc(CS(=O)CC(=O)NCc3ccco3)c(C)o2)cc1 (configuration not stated)
→ 0.0, 2, 7, 0.0

# Full records, quoted from the list. Values in the order: FBW7 act, TEAD-YAP inh, MITF inh, GPR151 activ
# COC(=O)c1c(OCCc2ccccn2)cc(=O)n2c1CCN(CC=C(C)C)CC2 reads -0.2, -9, 3, 0.4
# Cc1cc(C(F)(F)F)c(C#N)c(SCC(=O)C23CC4CC(CC(C4)C2)C3)n1 reads 0.5, 4, -3, 1.0
# COc1cc2c(-c3cccc(Cl)c3)nc3c(c(C)nn3-c3ccccc3)c2cc1OC reads -0.1, 2, 4, -0.7
# CCN(Cc1ccncc1)C1CCCN(C(=O)NCCc2ccccc2)C1 (configuration not stated) reads 0.0, 12, 10, 4.1

# Remaining list, next part
mol	FBW7 act	TEAD-YAP inh	MITF inh	GPR151 activ
Cc1ccc(OCC(=O)N/N=C/c2ccccc2)c([N+](=O)[O-])c1	-0.1	1	-1	-0.6
CC(C)[C@H](NS(=O)(=O)c1ccc2c(c1)OCCO2)C(=O)NC1CCCCC1	0.0	2	-1	0.9
Cc1nc2c3ccccc3nc(NNC(=O)CCC(=O)N3CCC(C)CC3)n2n1	1.0	6	20	-1.6
CS(=O)(=O)N(CC(=O)N1CCCC1)c1ccccc1Br	0.2	-7	-1	-0.2
Nc1cc(Cl)ccc1Oc1ccc2ccccc2c1Cl	0.0	-3	-3	2.7
O=C(CN1C(=O)c2ccccc2C1=O)Nn1c(C2CCCCC2)nc2ccccc2c1=O	-0.2	-6	5	0.8
Cc1noc(C)c1-c1cc(-c2ocnc2-c2c(C)noc2C)ccn1	-1.2	-9	5	3.8
O=C(NC(c1ccc(Cl)cc1)c1ccsc1)C1CCN(C(=O)c2ccno2)CC1 (configuration not stated)	0.0	2	-5	1.4
Cn1c(N)c(C(=O)COc2cccc(Br)c2)c(=O)n(C)c1=O	-0.2	4	19	-0.3
CC(C)CN1CCNC(=O)C1CC(=O)NCCCN1CCCc2ccccc21 (configuration not stated)	0.0	-3	4	1.1
Cc1c(C(=O)C(=O)N2CCCCC2)c2ccccc2n1C	0.0	-11	12	-0.3
CCOc1cc(C2C(C(=O)N3CCOCC3)=C(C)NC3=C2C(=O)CC(C)(C)C3)cc([N+](=O)[O-])c1O (configuration not stated)	0.1	-1	-7	0.2
CCc1ccc(-n2c(C)nc3cc(C(=O)NCCc4ccccc4)ccc32)cc1	-0.2	7	-7	-0.5
O=c1[nH]c(N2CCc3ccccc3C2)nc2c1CCCC2	0.1	-11	-19	-0.3
CCOc1cc(/C=N/N2C(=O)C3C4C=CC(C5CC45)C3C2=O)ccc1O (configuration not stated)	0.0	17	2	0.7
CC1CCCCC1NC(=O)CSc1ccsc1[N+](=O)[O-] (configuration not stated)	0.3	-37	-2	0.7
CC(C)N(CCNc1nc(Nc2ccncc2)nc2c1ncn2C(C)C)C(C)C	0.3	13	14	-1.2
COc1ccc2c(COC(=O)[C@H](C)NS(=O)(=O)c3ccccc3F)cc(=O)oc2c1	0.0	5	-6	0.1
CC(NC(=O)CSc1nnc(Nc2ccccc2F)s1)C1CC2CCC1C2 (configuration not stated)	0.1	4	-6	-2.3
Cc1cc(C)nc(SCC(=O)Nc2ccccc2C(N)=O)n1	0.6	-26	2	0.7
Cc1ccc(/C(O)=C2/C(=O)C(=O)N(CCN(C)C)C2c2ccc(C)o2)cc1 (configuration not stated)	-0.1	-1	9	0.8
O=C1OC(C2CCCCC2)=N/C1=C\c1ccccc1F	0.1	-4	8	-1.3
COC(=O)c1cc(C(=O)OCCOc2ccc(Br)cc2)cc([N+](=O)[O-])c1	-0.1	-3	-13	1.0
CCCCN(CC)C(=O)CSc1nc2c(sc(=S)n2-c2cc(Cl)ccc2OC)c(=O)[nH]1	0.1	-3	-1	-1.1
CCOC(=O)C1=C(c2ccccc2)NC(=S)NC1c1cc(OC)ccc1OC (configuration not stated)	1.0	-1	20	-1.0
COc1cc(C(=O)O)ccc1OCC(=O)Nc1ccccc1C	0.0	5	8	1.2
CC1CN(c2cc3nccnc3cc2F)CC(C)O1 (configuration not stated)	0.3	3	12	0.2
COc1ccccc1NC(=O)c1c(NC(=O)CCC(=O)O)sc2c1CCC(C(C)(C)C)C2 (configuration not stated)	-0.2	-4	-11	1.5
O=C(Cc1ccc(F)cc1)Nc1nccc(-c2cc(F)cc(N3CCOCC3)c2)n1	0.8	4	8	-0.5
Cc1cccc(N2C(=O)C=CC2=O)c1C	0.0	3	-9	0.8
